# From PubChem BioAssay
# Cycloheximide cs = affects cycloheximide protein synthesis inhibition readout, counter-screen. cell reporter, cycloheximide protein synthesis inhibition counterscreen. actives 12% (n = 300,000). AID 2314. max response, %; in the data active = max response mostly above about 13%, no sharp cut-off; inactive = mostly below about 14%; note: read at 38.3 µM for the half of the compounds with a filed dose; 0% is about no effect
# AmpC no deterg = inhibitors of E. coli AmpC beta-lactamase without detergent | actives 0.52% (n = 330,000) | P00811 | AmpC nitrocefin hydrolysis, absorbance 480 nm, 0.0001% Triton | AID 485341 | Potency, µM (highest dose often 57.1 µM), for the others: at the top dose activity change, negative = inhibition, most hits filed as inhibitors;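 note: potency is the fitted concentration of half-maximal effect; plate controls were no compound for no effect and no enzyme for full effect; nearly all actives have a fitted effect of over 20% in size; some results filed as inactive show a strong effect at the top dose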
# Target sequence (P00811 whole entry, looked up): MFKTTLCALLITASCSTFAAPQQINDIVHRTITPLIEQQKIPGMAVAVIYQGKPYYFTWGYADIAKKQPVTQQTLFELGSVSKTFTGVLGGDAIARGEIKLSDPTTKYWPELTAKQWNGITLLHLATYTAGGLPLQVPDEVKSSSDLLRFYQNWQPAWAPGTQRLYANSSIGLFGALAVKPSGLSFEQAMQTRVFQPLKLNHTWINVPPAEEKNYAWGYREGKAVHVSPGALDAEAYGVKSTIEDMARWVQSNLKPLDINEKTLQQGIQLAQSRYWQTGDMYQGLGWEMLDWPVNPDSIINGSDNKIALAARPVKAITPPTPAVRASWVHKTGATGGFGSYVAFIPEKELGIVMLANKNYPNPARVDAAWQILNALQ
#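 AmpC (5.3 nM in the dispensed reagent) in 20 mM phosphate pH 7.0 with 0.01% (detergent screen) or 0.0001% Triton X-100 was preincubated with compounds for 15 min at room temperature. Nitrocefin was then added from an 800 uM solution, and hydrolysis was followed at 480 nm.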
# Pf growth 96h = P. falciparum growth inhibition at 96 hour, primary screen for plastid delayed-death inhibitors; AID 504834; Potency, µM (titrated, usually from 28.7 µM), for the others: top-dose activity change, negative = inhibition, most hits filed as inhibitors; P. falciparum luciferase reporter growth, 96 h; actives 6.9% (n = 320,000); note: potency is the fitted concentration of half-maximal effect; % is set by controls: 0 for no effect and ±100 for the full control effect
#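 Cell-based qHTS: luciferase-tagged P. falciparum in erythrocytes (2% hematocrit, 0.05% parasitemia final) incubated with compounds for 96 hours, 37 C, 5% CO2; luciferase detection reagent then added and luminescence measured.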
# LmPK inhibitor = blocks Leishmania mexicana pyruvate kinase activity; purified LmPK, Kinase-Glo ATP luminescence, 1 h; Potency, µM (highest dose often 57.5 µM), for the others: at the highest dose activity change, negative = inhibition, usual class: inhibitors; actives 0.37% (n = 290,000); Q27686; note: potency is the fitted concentration of half-maximal effect; % is set by controls: 0 for no effect and ±100 for the full control effect
# Target sequence (Q27686 whole entry, looked up): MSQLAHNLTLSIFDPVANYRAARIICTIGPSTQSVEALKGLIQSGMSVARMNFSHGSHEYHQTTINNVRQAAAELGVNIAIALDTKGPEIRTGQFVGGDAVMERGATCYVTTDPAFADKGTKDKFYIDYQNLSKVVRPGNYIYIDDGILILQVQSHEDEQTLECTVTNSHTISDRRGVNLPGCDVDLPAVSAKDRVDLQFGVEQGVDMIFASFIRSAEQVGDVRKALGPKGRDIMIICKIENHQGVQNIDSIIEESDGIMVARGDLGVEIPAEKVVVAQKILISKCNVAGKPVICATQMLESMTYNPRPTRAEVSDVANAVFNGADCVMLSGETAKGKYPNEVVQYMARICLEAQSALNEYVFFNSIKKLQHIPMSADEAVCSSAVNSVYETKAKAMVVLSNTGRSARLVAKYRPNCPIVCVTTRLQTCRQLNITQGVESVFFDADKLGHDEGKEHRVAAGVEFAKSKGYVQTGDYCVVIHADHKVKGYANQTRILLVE
#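 Purified LmPK (0.1 nM) converted ADP (0.1 mM) to ATP with PEP (0.5 mM) in imidazole buffer pH 7.2 with KCl and MgCl2, 1 h at room temperature. ATP was read by Kinase-Glo luminescence; data normalized to uninhibited and no-enzyme controls.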
# Shiga toxin inh = Shiga toxin inhibition. Vero cells, Shiga toxin protein synthesis inhibition reporter. inhibition, % at 38.7 µM. actives 9.2% (n = 290,000); in the data active = inhibition mostly above about 28%, no sharp cut-off; inactive = mostly below about 43%; note: 0% is about no effect
# Pf growth 48h = P. falciparum growth inhibition at 48 hours (one generation) | P. falciparum luciferase growth in erythrocytes, 48 h | Potency, µM (highest dose often 28.7 µM), for inactives: at the highest dose activity change, negative = inhibition, hits mostly inhibitors | actives 5.9% (n = 310,000); note: potency is the fitted concentration of half-maximal effect; % is set by controls: 0 for no effect and ±100 for the full control effect
#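 Read-out is firefly luciferase luminescence from an integrated reporter in P. falciparum, so falling signal marks reduced parasite growth. Infected erythrocytes were at 2% hematocrit and 0.1% parasitemia (final) in Albumax-supplemented RPMI 1640.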
# TbPYK inhibitor = inhibitors of Trypanosoma brucei pyruvate kinase. TbPYK enzyme, Kinase-Glo Plus ATP luminescence, 45 min. Potency, µM (doses to about 76.8 µM), without a hit: at the top dose activity, negative = inhibition, most hits filed as inhibitors. actives 0.12% (n = 410,000). AID 624173; note: potency is the fitted concentration of half-maximal effect; % is set by controls: 0 for no effect and ±100 for the full control effect; nearly all actives have a fitted effect of over 50% in size
#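 Glycolytic pyruvate kinase of T. brucei was incubated with substrate, test compound and 130 uM ADP for 45 minutes at room temperature. Luminescent Kinase-Glo Plus signal was measured after 10 minutes.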
# Numbers without * were called inactive; i = inactive; ? = inconclusive; · = no result given; [ ] = another dose, or the depositor's remark. Unless noted, calls come from the whole dose curve; as a rule, active = well fitted curve in the direction sought with a large enough effect; inconclusive = small, poorly fitted or top-dose-only effect, or another doubt; inactive = no such curve, though single readings can be large; an effect the other way counts as inactive or inconclusive.
# The first six entries as a preview:
SMILES,Cycloheximide cs,AmpC no deterg,Pf growth 96h,LmPK inhibitor,Shiga toxin inh,Pf growth 48h,TbPYK inhibitor
Cc1ccc(NC(=O)N2CCN(c3ccccn3)CC2)cc1,9.8,-22.8%,?,-1.0%,13.2,·,-3.3%
CCN(Cc1ccccc1)C(=O)/C=C/c1ccccc1[N+](=O)[O-],-2.6,-25.9%,6.3%,1.1%,14.3,-12.4%,8.9%
O=C(CSc1nc2ccccc2s1)CSc1nc2ccccc2s1,-0.6,-46.8%,·,-2.2%,-19.0,-7.5%,-1.4%
CCOC(=O)C1CCN(Cc2ccc(OC)c(C)c2OC)CC1,-7.0,-1.8%,?,1.7%,-13.5,23.3%,-9.7%
Cc1cc2nncn2c(Cc2ccccc2)n1,-4.3,-6.2%,?,8.3%,-13.3,-7.5%,-0.6%
COc1ccc(Cl)cc1NC(=O)Cn1nnc(C(=O)NCCc2ccc(OC)c(OC)c2)c1N,0.6,56.1%,?,1.4%,-8.5,-15.1%,4.2%

# This part in full, previewed entries included:
SMILES,Cycloheximide cs,AmpC no deterg,Pf growth 96h,LmPK inhibitor,Shiga toxin inh,Pf growth 48h,TbPYK inhibitor
Cc1ccc(NC(=O)N2CCN(c3ccccn3)CC2)cc1,9.8,-22.8%,?,-1.0%,13.2,·,-3.3%
CCN(Cc1ccccc1)C(=O)/C=C/c1ccccc1[N+](=O)[O-],-2.6,-25.9%,6.3%,1.1%,14.3,-12.4%,8.9%
O=C(CSc1nc2ccccc2s1)CSc1nc2ccccc2s1,-0.6,-46.8%,·,-2.2%,-19.0,-7.5%,-1.4%
CCOC(=O)C1CCN(Cc2ccc(OC)c(C)c2OC)CC1,-7.0,-1.8%,?,1.7%,-13.5,23.3%,-9.7%
Cc1cc2nncn2c(Cc2ccccc2)n1,-4.3,-6.2%,?,8.3%,-13.3,-7.5%,-0.6%
COc1ccc(Cl)cc1NC(=O)Cn1nnc(C(=O)NCCc2ccc(OC)c(OC)c2)c1N,0.6,56.1%,?,1.4%,-8.5,-15.1%,4.2%
Cc1cccc(N(C)S(=O)(=O)c2nnc(NC(=O)c3ccco3)s2)c1,-1.9,-23.5%,?,-7.4%,-6.0,12.3%,-4.6%
COc1cc(OC)cc(C(=O)N2CCN(c3ccc(N4CCOCC4)nn3)CC2)c1,·,8.4%,?,·,·,?,2.9%
CC(=O)C1=C(c2ccccc2)NC(=O)NC1c1ccc(O)c(O)c1 (centres undefined),8.5,-20.9%,34.9%[activator],-16.2%,-2.2,29.8%,-28.0%
Cc1ccc(NC(=O)c2cccc(N3C(=O)C4C5C=CC(C5)C4C3=O)c2)cc1C (centres undefined),6.4,34.3%,11.7µM*,-5.5%,17.5*,-20.8%,-7.4%
Cc1cc(C)c(C(=O)C2OC(=O)C(C)(C)C(=O)C2(C)C)c(C)c1 (centres undefined),-0.8,30.4%,88.1%[activator],-0.6%,-6.5,·,-4.8%
Cc1ccc(NS(=O)(=O)c2ccc(-c3cnc(C4CC4)o3)cc2)cc1,2.2,-1.2%,11.7µM*,2.8%,8.0,6.9%,2.8%
COc1cc(OC)c2c(-c3cccc(-c4ccc(C(C)=O)cc4)c3)cc(=O)oc2c1,24.9,19.6%,·,·,i,·,-15.0%
COc1ccc(N(C(=O)CNC(=O)c2ccco2)C(C(=O)NC2CCCC2)c2ccncc2)cc1 (centres undefined),10.6,13.9%,2.62µM*,4.7%,14.7,11.4%,-0.2%
CN1CCN(C(=O)c2ccccc2NC(=O)c2cccc(Cl)c2)CC1,-4.6,-16.0%,1.6%,-1.3%,-14.4,6.9%,-0.4%
CCCSc1nc(C)cc(C)c1S(=O)(=O)c1ccccc1C,0.3,-39.3%,?,4.3%,-8.7,?,-0.9%
COc1ccc(NC(=O)/C(=C/c2cccs2)NC(=O)c2ccco2)cc1,-3.9,-16.8%,13.5%,-0.3%,-8.3,2.3%,-4.0%
COC(=O)c1cc(-c2ccc(OC)c(OC)c2)on1,-4.8,-15.3%,?,-8.4%,5.9,13.4%,0.0%
COc1cccc(-c2nnc(-c3ccc(C)o3)o2)c1,27.3*,-23.7%,67.5%[activator],?,28.9*,125.9%[activator],2.9%
CC1Cc2nc(SCC(=O)Nc3ccc4c(c3)OCO4)n(Cc3ccccc3)c(=O)c2S1 (centres undefined),55.9*,-26.6%,-5.3%,6.4%,83.4*,2.33µM*,5.4%
COCC(C)NC(=O)CSc1nnc(-c2cccc(S(=O)(=O)N3CCCCC3)c2)o1 (centres undefined),11.7,3.9%,?,1.7%,-2.2,?,1.9%
CN(C)S(=O)(=O)c1ccc(C(=O)OCC(=O)Nc2ccc(OC(F)F)cc2)cc1,-1.8,-12.4%,45.3%[activator],4.5%,22.4,9.5%,-6.6%
COC(=O)c1cccc(-n2c(=O)n(Cc3ccccc3)c(=O)c3[nH]cnc32)c1C,-2.9,10.5%,?,-3.6%,-10.9,0.1%,4.5%
CN1CCN(S(=O)(=O)c2cccc(C(=O)NCc3ccc(Cl)cc3)c2)CC1,-1.2,6.8%,12.7%,2.3%,-4.7,15.6%,-1.7%
CCCCc1c(O)nc(SCC(=O)Nc2ccc(C)cc2)n(-c2ccc(OC)cc2)c1=O,7.9,-23.8%,6.3%,14.6%,-1.3,5.8%,-2.1%
# The list continues:
SMILES,Cycloheximide cs,AmpC no deterg,Pf growth 96h,LmPK inhibitor,Shiga toxin inh,Pf growth 48h,TbPYK inhibitor
O=C(CSCc1ccccc1)Nc1ccccc1C(=O)Nc1ccc(C(=O)O)cc1,13.1*,-37.8%,11.6%,6.0%,23.8,-2.7%,2.1%
COc1ccc(OCc2cc(C(=O)NC(C)Cc3ccccn3)no2)c(Cl)c1 (centres undefined),34.7*,76.5%[activator],48.5%[activator],3.5%,37.1*,?,-1.9%
CC(C)CN(CC(C)C)C(=O)C12CCC(C)(C(=O)O1)C2(C)C (centres undefined),-1.3,34.6%,-13.3%,-9.3%,10.4,-26.2%,-10.1%
O=C(CN1C(=O)NC2(CCc3ccccc32)C1=O)NCC(=O)Nc1ccc(F)cc1 (centres undefined),·,-24.7%,-20.7%,·,·,?,-2.1%
CS(=O)(=O)c1ccccc1C(=O)N(CCc1ccccc1)Cc1ccccc1,6.2,139.9%[activator],?,-4.7%,-11.6,?,0.5%
c1cncc(-c2noc(CC3CCCCC3)n2)c1,41.1*,-12.6%,·,-0.2%,54.5*,6.0%,-6.9%
Cc1cc(NC(=O)Cc2ccsc2)ccc1Br,32.8*,-36.0%,44.5%[activator],1.6%,68.8*,50.7%[activator],-5.0%
CC(C)NC(=O)Nc1n[nH]c(Nc2ccc(Cl)cc2)n1,13.0,-26.7%,?,-1.4%,12.5,2.9%,-0.3%
COc1cccc(N2C(=O)CC(N3CCc4ccccc4C3)C2=O)c1 (centres undefined),-2.2,14.1%,23.1%,-1.2%,-4.8,2.5%,-4.3%
Cc1ccc(C(=O)Nc2nc(-c3ccccn3)cs2)s1,·,-32.6%,?,·,·,0.415µM*,-2.6%
COc1ccc(OS(=O)(=O)c2ccc(N3C(=O)CCC3=O)cc2)cc1,-3.7,0.5%,47.5%[activator],-3.1%,-6.6,27.6%,-5.4%
CCOCC(=O)Nc1cc(S(=O)(=O)N2CCOCC2)ccc1N1CCCCC1,7.0,60.1%[activator],?,-4.2%,-9.1,0.0%,?
Cn1c(O)c(C(=Nc2ccccc2)SCc2ccc(Cl)cc2)c(=O)n(C)c1=O,1.8,-19.6%,?,-6.0%,26.2,?,-18.7%
CCCCc1nnc(NC(=O)c2ccccc2OCc2c(C)noc2C)s1,·,66.3%[activator],0.928µM*,·,·,9.28µM*,1.1%
O=[N+]([O-])c1ccc(N2CCCCC2)cc1NCCOc1ccccc1,-1.7,-11.6%,13.1µM*,0.4%,-2.8,24.7%,-2.7%
CC(/C=C1\SC(=S)N(CCC(=O)Nc2ccc(O)cc2)C1=O)=C\c1ccccc1,3.1,?,-2.5%,5.5%,7.8,?,-0.5%
CCCc1nc2oc3c(NCC(C)O)ncnc3c2c2c1CCCC2 (centres undefined),6.4,138.9%[activator],0.0%,-5.4%,-5.2,?,0.0%
CCC(C(=O)NC1CCCCCC1)n1nc(C)c2c(C)n(-c3ccccc3)nc2c1=O (centres undefined),15.8,-0.4%,10.4µM*,-4.1%,31.9,?,-10.1%
CCn1c(=O)cc(OCC(=O)NCc2ccc(C)o2)c2ccccc21,-2.9,-0.9%,?,-2.1%,-1.2,-17.7%,-6.0%
CCCCCC(=O)N1CC2(CC(c3cccc(NC(=O)[C@@H]4CCC(=O)N4)c3)=NO2)C[C@@H]1C(N)=O (some centres undefined),-3.5,20.0%,39.7%[activator],-1.5%,-5.7,36.8%[activator],0.1%
O=C(Nc1cccc(-c2cn3ccccc3n2)c1)C1CC1,34.5*,-14.5%,31.4%[activator],-4.0%,45.8*,39.8%[activator],-6.0%
O=C(NCCCn1ccnc1)c1ccc(Br)o1,-3.0,2.2%,19.9%,3.4%,18.1,·,1.4%
Cc1ccc(NC(=O)CN(C)C(=O)c2nn(C)c(=O)c3ccccc23)cc1,-2.0,0.3%,33.1%[activator],-2.4%,-3.4,0.5%,4.7%
CCOC(=O)CS(=O)(=O)c1ccccc1,-2.9,-13.0%,1.9%,2.4%,-3.1,2.94µM*,-3.5%
Clc1ccc(OCCOCCNCc2ccccc2)cc1Cl,-3.2,29.8%,13.1µM*,5.2%,·,52.2%[activator],13.2%
# Additional results
SMILES,Cycloheximide cs,AmpC no deterg,Pf growth 96h,LmPK inhibitor,Shiga toxin inh,Pf growth 48h,TbPYK inhibitor
CCn1c(C(=O)O)c(CC(=O)Nc2ccc(Br)cc2C)c2ccccc21,-3.6,-7.0%,173.3%[activator],8.4%,-13.4,1.1%,10.5%
Cc1cc(C)cc(-n2nc(C)cc2N)c1,-3.6,-7.7%,31.7%[activator],-4.0%,50.2,·,-14.2%
CC1=CC(C)(C)Nc2ccc(OC(=O)CCN3C(=O)c4ccccc4C3=O)cc21,21.6*,5.7%,6.3%,1.8%,23.2,13.1µM*,-4.3%
COC(=O)c1cc(-c2c(C)oc3cc(OC)ccc3c2=O)c(C)o1,2.0,-5.6%,·,5.6%,-14.0,0.2%,2.0%
Cc1c(Br)c(C(F)(F)F)nn1CC(=O)N1CCCC1,-2.8,·,16.0%,-2.8%,47.0,0.5%,-4.2%
O=C(O)C1C2C=CC(C2)C1C(=O)NC1CCN(Cc2ccccc2)CC1 (centres undefined),1.9,-8.5%,0.0%,-4.8%,-5.3,-6.0%,1.4%
O=C(Cn1cc2c(n1)CCCC2)NCCCN1CCCC1,5.6,62.8%[activator],-10.8%,8.0%,17.3,·,-16.1%
CCOC(=O)c1cn(-c2ccccc2)nc1-c1cccnc1,36.6*,-10.4%,?,-2.1%,50.2*,83.4%[activator],-7.7%
CCSc1nc2c(cnn2-c2ccc(C)c(C)c2)c(=O)[nH]1,0.2,-10.6%,-17.9%,1.2%,0.5,·,1.6%
OC(COCC1COc2ccccc2O1)CN1CCN(c2ccc(F)cc2)CC1 (centres undefined),-1.1,61.2%[activator],5.4%,-2.7%,-13.1,-11.5%,2.6%
